Screening results deposited in PubChem by several laboratories.
Fam108B counter – counter-screen for RBBP9 inhibitors: inhibitors of mouse Fam108B; recombinant Fam108B, FP-Rh probe fluorescence polarization; inhibition, % at 9.51 µM; hit rate 0.33% among 300,000;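 active = inhibition above the screen mean inhibition plus 3 SD, computed separately per campaign, cut at about 18% in these data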;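 also: inhibitors lower polarization as less probe binds the enzyme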
AHR activator – activates the human aryl hydrocarbon receptor; activation, % at 5 µM; P35869; AHR-responsive luciferase reporter cells, luminescence; hit rate 2.5% among 320,000; AID 2796; in the data active = activation above about 47%;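 also: 0% = vehicle wells and 100% = reference agonist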
GLD-1 RNA inh – GLD-1-TGE RNA interaction inhibition (C. elegans); purified GLD-1 + fluorescein TGE RNA, fluorescence polarization; inhibition, % at 5.96 µM; hit rate 0.44% among 320,000; AID 2280;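 active = percent inhibition above a per-plate cutoff, the plate mean of test compounds plus 3 SD, cut at about 30% in these data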;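 also: 0% = DMSO wells with GLD-1 and probe and 100% = wells lacking GLD-1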
Target sequence (Q17339 whole entry, looked up): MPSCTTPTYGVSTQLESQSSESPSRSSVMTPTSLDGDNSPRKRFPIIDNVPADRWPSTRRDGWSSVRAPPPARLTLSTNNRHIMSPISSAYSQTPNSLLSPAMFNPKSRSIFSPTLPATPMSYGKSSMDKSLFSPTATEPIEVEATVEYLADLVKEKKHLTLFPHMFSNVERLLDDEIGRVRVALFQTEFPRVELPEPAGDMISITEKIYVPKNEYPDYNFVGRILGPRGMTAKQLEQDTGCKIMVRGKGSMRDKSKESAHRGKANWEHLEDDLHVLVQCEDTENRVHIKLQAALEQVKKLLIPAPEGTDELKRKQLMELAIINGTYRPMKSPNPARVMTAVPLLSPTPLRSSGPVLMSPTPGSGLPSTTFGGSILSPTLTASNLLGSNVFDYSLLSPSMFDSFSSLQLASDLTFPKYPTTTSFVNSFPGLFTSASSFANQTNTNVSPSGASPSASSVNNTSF
pPAFAH inh – pPAFAH (human) enzyme inhibition | recombinant pPAFAH, FP-rhodamine probe fluorescence polarization | inhibition, % at 3.39 µM | hit rate 1.5% among 330,000 | AID 463082;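 active = inhibition above the mean inhibition across the screen plus 3 SD, cut at about 25% in these data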;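 also: inhibitors block binding of the rhodamine activity-based probe so polarization drops; 0% = enzyme with DMSO and 100% = wells lacking pPAFAH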
MCL1 BIM primary – disrupts human MCL1 binding to BIM-BH3 peptide. GST-MCL1 / FITC-Bim-BH3 fluorescence polarization. hit rate 0.68% among 320,000. inhibition, % at 10.9 µM. Q07820;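 active = inhibition above the mean inhibition of all tested compounds plus 3 SD, set per campaign, cut at about 40% in these data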;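 also: 0% = DMSO wells and 100% = unlabeled Bim-BH3 peptide control; higher means more loss of mP so more displacement of Bim peptide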
Bcl-xL primary – blocks human Bcl-xL binding to Bim BH3 peptide. Q07817. GST-Bcl-xL / FITC-Bim BH3 peptide fluorescence polarization. inhibition, % at 10.9 µM. hit rate 0.7% among 320,000. AID 2129;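 active = inhibition above the mean of all tested compounds plus 3 SD, cutoff set per campaign, cut at about 30% in these data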;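 also: 0% = DMSO wells and 100% = unlabeled Bim-BH3 peptide competitor; inhibitors lower millipolarization by displacing the labeled peptide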
PAFAH1B2 inh – blocks human PAF acetylhydrolase 1b catalytic subunit 2 | P68402 | recombinant PAFAH1B2, FP-rhodamine activity probe, fluorescence polarization | inhibition, % at 3.39 µM | hit rate 1.2% among 340,000 | AID 492953;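 active = inhibition above the mean of all tested compounds plus 3 SD, cut at about 24% in these data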;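 also: 0% = enzyme with DMSO and 100% = wells lacking PAFAH1B2; many of its hits are not listed in these tables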
MEX-5 binding – C. elegans MEX-5 TCR-2 RNA binding activity. Q9XUB2. MEX-5/FITC-TCR2 RNA binding, fluorescence polarization; active compounds read low. activity score (negative = inhibition of binding), % at 10 µM. hit rate 0.38% among 300,000;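 active = inhibition past about -25% in most replicates, and total fluorescence under double the plate's negative control median, limit read from the data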;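 also: 0% = DMSO and -100% = 5 µM competing unlabeled TCR2 RNA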
Target sequence (Q9XUB2 whole entry, looked up): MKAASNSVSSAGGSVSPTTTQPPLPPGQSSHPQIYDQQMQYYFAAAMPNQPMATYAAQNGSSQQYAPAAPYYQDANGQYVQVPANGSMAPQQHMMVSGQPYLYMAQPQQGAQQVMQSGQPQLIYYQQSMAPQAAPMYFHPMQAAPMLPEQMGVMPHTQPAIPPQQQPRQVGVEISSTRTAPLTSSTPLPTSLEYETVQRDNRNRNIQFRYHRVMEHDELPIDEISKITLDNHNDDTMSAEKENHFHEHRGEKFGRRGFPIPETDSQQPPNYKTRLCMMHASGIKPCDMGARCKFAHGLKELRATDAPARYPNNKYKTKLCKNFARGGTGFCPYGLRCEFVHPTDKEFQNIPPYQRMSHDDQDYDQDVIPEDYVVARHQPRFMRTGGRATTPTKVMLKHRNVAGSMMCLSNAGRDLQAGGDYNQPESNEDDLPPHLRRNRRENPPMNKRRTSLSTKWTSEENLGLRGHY
PME-1 inh – PME-1 (human) inhibition; Q9Y570; recombinant PME-1, FP-Rh probe fluorescence polarization; inhibition, % at 5.9 µM; hit rate 0.53% among 320,000; AID 2130;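 active = inhibition above the campaign mean of all compounds plus 3 SD, cut at about 26% in these data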;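 also: competitive labeling of PME-1 active site by serine hydrolase directed probe; 0% = PME-1 with DMSO and 100% = wells lacking PME-1 enzyme; inhibitors block probe labeling so polarization falls and inhibition rises; many of its hits are not listed in these tables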
Active calls of the source: *; . = no result given.

molecule	pPAFAH inh	PME-1 inh	Fam108B counter	Bcl-xL primary	MEX-5 binding	AHR activator	GLD-1 RNA inh	PAFAH1B2 inh	MCL1 BIM primary
CCCN(C(=O)CSc1nc(C2CC2)n(-c2ccccc2)n1)C1CCS(=O)(=O)C1 (stereo unspecified)	1.9	6.1	.	-0.2	.	0.4	-0.3	3.7	5.8
COc1ccc(CCNC(=O)C(=O)NCC2OCCN2S(=O)(=O)c2ccc3c(c2)OCCO3)cc1 (stereo unspecified)	3.8	1.4	1.9	-2.2	2.6	-0.8	-5.6	3.6	0.0
O=C(Cc1ccc(Br)cc1)Nc1ccccc1Sc1ccccc1	2.8	-4.7	-10.2	-0.9	1.7	-1.1	-3.7	5.4	0.7
COc1cc(NC(=O)c2ccccc2)c(C)cc1NC(=O)CC(CC(=O)O)c1ccccc1 (stereo unspecified)	4.0	-4.6	4.9	-0.1	-0.8	20.6	-2.0	4.1	0.2
OCC1OC(n2nnc3ccccc32)C(O)C(O)C1O (stereo unspecified)	4.0	0.9	-0.9	-9.1	1.9	-0.6	8.4	2.7	-4.5
O=C(NCC1CCCO1)c1ccc2c(=O)n(CC3CCCO3)c(=S)[nH]c2c1 (stereo unspecified)	1.4	-0.3	2.0	2.1	2.9	2.7	-2.1	5.7	-0.4
CCc1cc(C(=O)NC(C)C2CCCO2)cs1 (stereo unspecified)	-3.0	-0.7	2.0	4.4	-4.9	2.6	-0.1	3.7	8.6
O=C(COC(=O)C1CCC(=O)N1)Nc1cc(Cl)ccc1Cl (stereo unspecified)	3.6	-6.8	-2.4	1.3	.	-0.1	-5.2	-3.3	-4.4
CC1(O)N(Cc2ccccc2)C(=O)OC12CCCCC2 (stereo unspecified)	-0.1	-5.1	3.1	2.8	-1.4	-0.6	3.6	6.8	5.6
O=C(COC(=O)CN=C1NS(=O)(=O)c2ccccc21)Nc1ccccc1OC(F)F	4.3	-0.3	-3.5	1.3	-0.7	0.9	1.7	-1.3	-1.0
CCCCn1c(CN(C)Cc2ccccc2)nc2c1c(=O)n(C)c(=O)n2C	2.7	-4.8	-2.3	1.3	-0.2	4.5	5.1	2.7	0.5
COC(=O)c1ccc(-c2sc3nc(N4CCOCC4)c4c(c3c2N)CC(C)(C)OC4)o1	2.4	-2.5	-4.6	2.3	1.6	0.4	-3.6	-0.7	-2.0
Cc1cccc(NC(=O)c2ccco2)c1C	-3.8	-3.9	-0.4	0.8	-0.9	-1.8	-2.3	4.8	2.6
Cc1ccc2cc(CCNC(=O)C(C)C)c(=O)[nH]c2c1C	-9.2	-3.9	-2.0	1.1	-0.1	20.9	2.1	0.3	1.5
COCCCN1C(=O)c2ccc(C(=O)NCc3ccco3)cc2C1=O	-7.4	4.5	-8.1	-11.8	-0.2	3.9	-1.1	0.2	-15.9
Cc1ccc(N2CCCCn3c2nc2c3c(=O)n(CC(=O)O)c(=O)n2C)cc1	-2.0	-6.7	2.9	7.3	-1.4	-1.4	2.4	-1.8	11.1
CCCCCC[N+](C)(C)CCSSCC[N+](C)(C)CCCCCC	2.1	-1.8	-1.4	5.3	-0.8	-2.7	6.0	1.9	10.4
CCOC(=O)[C@H]1[C@H]2COc3ccccc3[C@@H]2N2C(=O)c3cc(F)ccc3NC(=O)[C@@]12C	-5.2	-4.6	-5.5	-12.6	.	6.3	-6.8	1.6	-21.7
Cc1ccc(CNS(=O)(=O)CCNC(=O)c2ccc3c(c2)OCO3)cc1	-7.3	4.9	1.4	0.8	0.8	0.9	7.0	3.5	6.3
c1cnc2nc(-c3ccc4c(c3)OCO4)cn2c1	4.3	-3.9	1.9	5.3	-2.6	64.4*	-2.1	3.4	-1.0
CN(Cc1ccccc1)S(=O)(=O)c1ccc(Cl)nc1	-1.4	0.3	-0.3	8.6	1.7	1.9	5.4	5.2	3.1
Cc1ccc(-c2csc3ncnc(SCC(=O)Nc4nnc(C)s4)c23)cc1	9.7	-6.5	0.3	2.7	-2.3	-2.8	-2.9	4.5	-1.8
O=C1C2CC=C(Cl)CC2C(=O)N1CCc1c[nH]c2ccccc12 (stereo unspecified)	1.4	0.8	-0.6	-1.4	-2.2	29.8	-3.4	6.1	0.5
COC(=O)c1nnn(CC(=O)NC(=O)Nc2ccc(F)cc2)c1C(=O)OC	8.3	-2.1	-0.8	3.3	0.5	3.4	1.5	-1.2	3.8
Cc1ccccc1N(CC(=O)NC(C)(C)C)C(=O)c1ccc(-c2ccccc2)[nH]1	-0.5	4.1	0.1	4.2	0.4	1.5	-1.0	.	8.4
Cn1ccnc1SCC(=O)c1c[nH]c2ccccc12	3.0	1.1	-3.2	-2.8	0.2	69.9*	-6.2	0.9	-1.5
CCN(C(=O)CSc1nnnn1C)c1c(N)n(Cc2ccccc2)c(=O)[nH]c1=O	-3.3	-1.7	-7.6	-2.9	4.0	-0.8	4.9	8.3	-3.9
CNc1c(NS(=O)(=O)c2cc(OC)ccc2OC)c(=O)oc2ccccc12	-6.2	-7.2	-6.9	-9.4	-2.4	3.7	-3.9	2.5	-8.2
CCN(CC)N=Nc1[nH]nc2nc(C)cc(C)c12	6.2	1.0	-0.9	6.8	-2.2	42.8	4.3	2.4	9.9
COc1cccc(NC(=O)Nc2cccc(C(=O)O)c2)c1	2.3	-5.4	2.1	4.8	-1.0	-3.0	11.2	1.1	2.3
Cc1[nH]c2ccccc2c1C(=O)CSC(=S)N1CCOCC1	-2.1	2.4	0.3	1.1	1.1	3.3	6.1	1.2	1.3
NS(=O)(=O)c1ccc(NC(=O)C2Cc3ccccc3C(=O)O2)cc1 (stereo unspecified)	1.6	-0.3	-0.2	-2.1	-0.1	-4.8	1.2	-2.1	1.2
Cc1nc(=O)c(-c2ccccc2)c(C)n1-c1ccc(O)cc1	3.1	2.7	2.3	4.5	1.3	0.8	4.9	4.5	2.0
CC(C)Oc1ccccc1C1NC(=O)CCC1[N+](=O)[O-] (stereo unspecified)	-2.2	5.8	1.5	9.1	1.2	1.4	-2.7	-1.2	0.6
O=C1C=C(NCc2ccc(Cl)cc2)CCC1	-3.2	-3.1	-1.4	5.3	-4.8	0.7	-3.3	11.3	3.4
Cc1cc(/C=N/O)c(C)n1-c1cccc(Cl)c1	8.9	1.1	3.1	0.0	1.9	4.7	-2.1	-3.2	5.8
O=C(Cc1cccs1)Nc1nnc(-c2ccccc2)s1	5.7	-3.2	-2.9	-3.8	-6.1	-1.6	1.2	-0.3	1.7
CCOC(=O)c1c(C)c(C(=O)N2CCN(C(=O)c3ccco3)CC2)c(C)n1C	2.0	-0.8	0.3	-1.0	-0.6	1.6	0.9	0.4	-5.2
CC(CCc1ccccc1)NC(=O)COC(=O)c1cccs1 (stereo unspecified)	9.8	-1.3	2.4	3.1	0.1	3.7	-4.1	5.2	-0.6
CSc1ncccc1C(=O)NCC1CCCCC1	1.1	0.9	2.4	7.8	-0.7	2.2	1.7	5.8	12.4
CCOc1ccc(CCNc2cc(C)nc3ncnn23)cc1OCC	0.2	4.7	0.2	1.6	-2.9	0.6	-0.8	3.6	2.3
CCCSc1nnc(Cc2cc(=O)[nH]c(=O)[nH]2)n1-c1cc(C)ccc1C	-3.5	1.5	-4.7	0.8	-1.8	-2.6	3.6	6.1	-7.7
CCOC(=O)c1c(NC(=O)COC(=O)CCOc2ccccc2C)sc(C(=O)NC)c1C	9.2	7.4	-3.7	-4.3	-1.4	2.9	-4.9	0.9	-8.6
COc1ccc(S(=O)(=O)N2CCN(c3ncccn3)CC2)cc1	-3.5	-0.1	1.1	3.9	-0.7	-2.9	2.9	3.4	-0.2
Fc1ccc(CN2CCCCCCC2)cc1	-0.2	-1.9	-0.9	4.9	-0.6	-2.0	-0.6	1.4	-0.2
COc1cc(OC)cc(C(=O)Nc2ccc(N(C)C)c3ccccc23)c1	8.1	-0.5	1.4	4.1	1.1	12.1	-21.3	0.7	-3.9
Cc1cccc2cc(C(c3nnnn3CC3CCCO3)N3CCOCC3)c(=O)[nH]c12 (stereo unspecified)	3.0	-2.3	1.5	7.9	1.0	2.7	-0.2	9.4	6.2
S=C(NCCc1ccccn1)Nc1ccccc1	7.0	0.3	0.6	2.5	1.6	-6.2	-0.8	4.8	6.1
COc1ccccc1-n1cnc2cc(NS(=O)(=O)c3ccccc3)ccc21	8.1	2.0	-2.2	2.7	0.1	33.5	-0.9	6.6	4.7
CC(=O)c1ccc(N2CCN(S(=O)(=O)c3ccc4c(c3)CC(C)N4C(C)=O)CC2)cc1 (stereo unspecified)	4.7	11.0	0.8	3.0	1.8	0.3	-0.1	2.4	-5.7
C=CCn1c2[n+](c3ccccc3c1=O)CCCCC2	8.5	0.8	-2.8	-5.5	-2.5	1.6	4.5	-2.3	-15.7
Cc1cc(C)c([N+](=O)[O-])cc1NC(=O)CCS(=O)(=O)c1ccccc1	2.6	3.5	1.1	-0.2	-0.9	1.6	-12.7	-0.8	-1.8
CCOC(=O)CSc1nncc2ccc(OC)c(OC)c12	3.5	8.3	-4.2	4.2	-0.6	-0.6	-9.0	4.0	5.0
Cc1sc(NC(=S)NC(=O)c2ccccc2)c(C#N)c1C	2.2	-4.5	-6.9	7.5	-2.6	1.7	-2.9	3.1	6.2
CN(c1ccc(Cl)cc1)S(=O)(=O)c1nnc(NC(=O)c2ccco2)s1	6.9	-5.3	-5.1	4.6	-0.7	-1.0	5.9	6.9	11.0
CCCCOC(=O)Nc1nccs1	0.0	5.5	0.4	7.3	-1.7	-0.2	6.1	-0.5	6.5

Other results follow.
molecule	pPAFAH inh	PME-1 inh	Fam108B counter	Bcl-xL primary	MEX-5 binding	AHR activator	GLD-1 RNA inh	PAFAH1B2 inh	MCL1 BIM primary
Cc1ccc(C)c(S(=O)(=O)NCc2ccc(C(=O)N3CCCCCC3)cc2)c1	2.4	7.4	5.2	4.2	1.1	1.0	-10.5	-0.8	5.8
O=C1c2ccccc2C2=Nc3ccccc3SC(c3ccccc3F)C12 (stereo unspecified)	14.3	6.9	16.4	-0.2	-0.7	74.3*	11.4	8.2	2.4
Fc1ccc2cc(-c3ccccc3F)ncc2c1	-3.4	.	.	.	.	75.9*	6.5	-3.9	.
CCCCn1c(SCC(=O)N2CCC(C)CC2)nc2cc(S(N)(=O)=O)ccc21	-4.3	0.1	3.4	-10.5	2.0	7.4	-5.2	1.2	-10.6
Cc1cc(C)nc(-n2nc(C)c(Br)c2Nc2ccc(Br)cc2)n1	4.7	-1.9	-2.8	8.6	1.3	15.7	4.4	6.0	15.0
CCOC(=O)Cc1c(C)nc2c(C#N)c[nH]n2c1=O	5.7	4.6	4.0	10.9	0.9	-2.0	-0.2	4.3	11.8
Cc1ccc(O)c(CNn2cnnc2)c1	5.0	-2.6	-0.5	7.7	-0.5	-0.5	1.2	-7.9	2.4
O=C1CCCc2c1cc(-c1ccccc1)n2-c1ccc(O)cc1	4.3	7.5	-0.7	-2.5	-0.8	12.6	6.8	23.9	2.1
COc1cc(/C=C2\CCC(C3CCCC3)C2=O)cc(OC)c1OC (stereo unspecified)	2.6	3.4	-4.4	4.3	-0.9	5.8	4.1	2.5	-5.3
Nc1cc(=O)[nH]c(=O)n1-c1ccc(Cl)cc1	-4.4	2.1	6.0	3.1	-6.0	-2.0	-5.3	5.0	-2.6
CCCSc1nnc(-c2cnn(-c3ccccc3)c2-n2cccc2)n1C	2.2	4.0	-5.3	6.3	1.5	2.6	-6.2	2.8	4.7
NS(=O)(=O)c1ccc(N2N=C(c3ccccc3)CC2c2cccc(F)c2)cc1 (stereo unspecified)	11.8	14.1	-4.8	0.5	0.8	-0.1	0.1	-3.3	0.6

Not all compounds are listed, so the mix of outcomes need not match the whole.
